Bcl-xL primary – blocks human Bcl-xL binding to Bim BH3 peptide; Q07817; inhibition, % at 10.9 µM; GST-Bcl-xL / FITC-Bim BH3 peptide fluorescence polarization; 320,000 tested, 0.7% active; AID 2129;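 active means inhibition above the mean of all tested compounds plus 3 SD, cutoff set per campaign, cut at about 30% in these data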;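 further: 0% = DMSO wells and 100% = unlabeled Bim-BH3 peptide competitor; inhibitors lower millipolarization by displacing the labeled peptide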
CIT2-GFP yeast – alters CIT2-GFP fluorescence in TOR pathway yeast screen | S. cerevisiae CIT2-GFP strain, flow cytometry, 3 h; 100 means same as DMSO wells | GFP response vs DMSO, % at 10 µM | 320,000 tested, 0.065% active | AID 2029;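 active means GFP response relative to DMSO above a set limit, near the screen mean plus 3 SD, cut at about 150% in these data; inconclusive means Fewer than 70 cells measured for a yeast strain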;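 further: ratio of well median GFP fluorescence to mean of DMSO wells on the plate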
MCL1-BIM inh – disrupts human MCL1 binding to BIM-BH3 peptide. 320,000 tested, 0.68% active. inhibition, % at 10.9 µM. GST-MCL1 / FITC-Bim-BH3 fluorescence polarization. Q07820;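 active means inhibition above the mean inhibition of all tested compounds plus 3 SD, set per campaign, cut at about 40% in these data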;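 further: 0% = DMSO wells and 100% = unlabeled Bim-BH3 peptide control; higher means more loss of mP so more displacement of Bim peptide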
Target sequence (Q07820 whole entry, looked up): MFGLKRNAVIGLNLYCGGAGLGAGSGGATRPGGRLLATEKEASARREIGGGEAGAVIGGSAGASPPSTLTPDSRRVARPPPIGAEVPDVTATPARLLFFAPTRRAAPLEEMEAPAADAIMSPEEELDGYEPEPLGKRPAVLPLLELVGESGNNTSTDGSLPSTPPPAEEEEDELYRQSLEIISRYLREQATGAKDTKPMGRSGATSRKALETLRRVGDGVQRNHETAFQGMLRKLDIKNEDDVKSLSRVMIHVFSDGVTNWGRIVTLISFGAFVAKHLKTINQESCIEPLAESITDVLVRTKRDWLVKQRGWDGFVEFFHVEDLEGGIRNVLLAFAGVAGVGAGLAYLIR
AGP1-GFP MLPCN – alters AGP1-GFP fluorescence in TOR pathway yeast screen | S. cerevisiae AGP1-GFP multiplex flow cytometry, 3 h; GFP as percent of DMSO wells | GFP response vs DMSO, % at 10 µM | 320,000 tested, 0.02% active | AID 2066;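 active means GFP response relative to DMSO above a set limit, near screen average plus 3 SD, cut at about 150% in these data; inconclusive means fewer than 70 cells counted for the yeast strain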;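 further: median GFP channel fluorescence of the gated AGP1 strain per well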
Yeast superoxide – lowers age-related superoxide in aged yeast cells | AID 2690 | S. cerevisiae aged cells, superoxide DHE fluorescence; stronger effect = lower value | 330,000 tested, 0.18% active | superoxide response (% of plate mean), % at 10 µM;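 active means superoxide response under a set limit, about three screen SD below normal, cut at about 65% in these data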;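 further: yeast aged for seven days with compound at 30 °C before DHE staining; 100% = average MFI of all compound-treated wells on the plate with controls excluded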
VLA-4 inh – inhibition in a human VLA-4 binding assay; P13612; VLA-4 expressing cells, ligand binding flow cytometry; inhibition, % (about 7 µM as worked out from the volumes in the protocol); 330,000 tested, 0.2% active; in the data active means inhibition above about 50%
GLD-1 RNA inh – GLD-1-TGE RNA interaction inhibition (C. elegans); Q17339; purified GLD-1 + fluorescein TGE RNA, fluorescence polarization; inhibition, % at 5.96 µM; 320,000 tested, 0.44% active; AID 2280;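 active means percent inhibition above a per-plate cutoff, the plate mean of test compounds plus 3 SD, cut at about 30% in these data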;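 further: 0% = DMSO wells with GLD-1 and probe and 100% = wells lacking GLD-1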
GRK2 aptamer HTS – blocks RNA aptamer binding to human GRK2; P25098; bead flow cytometry, FAM-aptamer displacement from GRK2; inhibition of aptamer binding, % at 10 µM; 330,000 tested, 0.59% active; AID 488847;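 active means inhibition of aptamer binding above 40%, roughly 3 SD of noise, on plates passing a quality check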;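 further: median bead fluorescence of bound FAM aptamer so fluorescent compounds give negative values; no value below 0 was filed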
Target sequence (P25098 whole entry, looked up): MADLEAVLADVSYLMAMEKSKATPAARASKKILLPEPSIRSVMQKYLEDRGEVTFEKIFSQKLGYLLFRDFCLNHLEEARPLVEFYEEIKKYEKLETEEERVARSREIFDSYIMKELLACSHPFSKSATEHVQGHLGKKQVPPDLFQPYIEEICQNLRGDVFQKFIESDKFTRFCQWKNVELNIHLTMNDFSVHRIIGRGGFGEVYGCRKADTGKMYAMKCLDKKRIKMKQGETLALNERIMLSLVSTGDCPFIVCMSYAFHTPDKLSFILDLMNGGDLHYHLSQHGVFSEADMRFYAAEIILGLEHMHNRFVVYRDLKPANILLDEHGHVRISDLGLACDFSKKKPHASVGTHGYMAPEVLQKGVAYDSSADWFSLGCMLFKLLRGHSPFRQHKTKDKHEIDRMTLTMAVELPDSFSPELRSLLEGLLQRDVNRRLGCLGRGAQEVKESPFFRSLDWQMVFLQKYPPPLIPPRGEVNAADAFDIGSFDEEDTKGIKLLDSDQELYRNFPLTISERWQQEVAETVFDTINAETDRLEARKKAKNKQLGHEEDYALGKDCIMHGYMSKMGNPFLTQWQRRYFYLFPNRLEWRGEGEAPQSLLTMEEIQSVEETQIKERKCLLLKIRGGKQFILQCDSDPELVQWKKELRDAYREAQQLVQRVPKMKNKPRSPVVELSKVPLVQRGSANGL
MEX-5 binding – C. elegans MEX-5 TCR-2 RNA binding activity; 300,000 tested, 0.38% active; Q9XUB2; AID 1832; MEX-5/FITC-TCR2 RNA binding, fluorescence polarization; stronger effect = lower value; activity score (negative = inhibition of binding), % at 10 µM;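 active means inhibition past about -25% in most replicates, and total fluorescence under double the plate's negative control median, limit read from the data; inconclusive means replicates evenly split on the limit, or fluorescence at least double controls; inactive means too little inhibition in most replicates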;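 further: 0% = DMSO and -100% = 5 µM competing unlabeled TCR2 RNA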
Numbers without * were called inactive; ? = inconclusive; nt = no result given. Outcome played no part in choosing rows; about 2.1% have a hit in one of these screens.

SMILES	Bcl-xL primary	CIT2-GFP yeast	MCL1-BIM inh	AGP1-GFP MLPCN	Yeast superoxide	VLA-4 inh	GLD-1 RNA inh	GRK2 aptamer HTS	MEX-5 binding
COc1ccc(/C(C)=N/NC(=O)CNC(=O)c2ccco2)c(OC)c1	-1	109	1	110	107	7	5	0	3.0
CCNc1nc(NCC)nc(N(C)n2cnnc2)n1	11	95	8	91	98	-1	7	2	-1.9
CCN(CC)C(=O)COc1ccc(/C=N/NC(=O)c2cc(-c3ccccc3OC)nc3ccccc23)cc1OC	3	94	11	103	94	17	8	4	-0.4
CCOC(=O)c1ccccc1NC(=O)Cc1sc(-c2cccnc2)nc1-c1ccc(C)cc1	-8	81	-14	83	102	-2	-15	3	-1.5
CN1C(=O)C(C)(C)c2cc(S(=O)(=O)N3CCCCCC3)ccc21	-2	86	6	89	102	0	6	1	-0.5
O=C(Cn1cnc2cc([N+](=O)[O-])ccc2c1=O)N1CCN(S(=O)(=O)c2ccccc2)CC1	nt	87	nt	93	137	1	8	0	nt
Cc1nn(C)c(C)c1/C=N/NC(=O)C(C)(C)Oc1ccc(Cl)cc1	-5	106	-5	104	120	11	3	1	-2.7
Cc1cc(C)c(S(=O)(=O)NCC(=O)O)cc1C	5	109	-4	104	118	-6	2	2	-0.6
Clc1ccc(-c2nc(-c3ccccn3)no2)cc1Cl	0	93	2	98	92	0	4	2	-2.1
Cn1c2ccccc2c(=O)c2c(=O)n(-c3ccccc3)c(-c3ccc(C(C)(C)C)cc3)nc21	3	104	3	108	124	23	6	1	0.3
CCOC(=O)c1[nH]c2ccc(OC)cc2c1NC(=O)c1ccccc1C(=O)O	7	95	6	101	100	-4	-3	0	-1.5
CC(=O)NC(Cc1ccccc1)C(=O)NC1CCN(C(=O)c2cnccn2)CC1 (centres undefined)	2	98	3	98	95	2	5	0	-3.3
CC(C)(CO)NCc1cc(Br)ccc1OCc1ccccc1	2	88	5	94	84	-6	3	3	1.1
CC(=O)NC1=NN(C(C)=O)C(C)(c2ccc(C)cc2)S1 (centres undefined)	1	99	1	104	108	2	2	0	-0.9
Fc1cccc(Nc2cc(-n3cccn3)ncn2)c1	5	95	3	89	137	8	4	0	-0.7

The closing 2 entries of the part above come first, to join the parts.
SMILES	Bcl-xL primary	CIT2-GFP yeast	MCL1-BIM inh	AGP1-GFP MLPCN	Yeast superoxide	VLA-4 inh	GLD-1 RNA inh	GRK2 aptamer HTS	MEX-5 binding
CC(=O)NC1=NN(C(C)=O)C(C)(c2ccc(C)cc2)S1 (centres undefined)	1	99	1	104	108	2	2	0	-0.9
Fc1cccc(Nc2cc(-n3cccn3)ncn2)c1	5	95	3	89	137	8	4	0	-0.7
C=CCOC(=O)CSCC(NC(=O)OC(C)(C)C)C(=O)OCC (centres undefined)	8	95	9	94	106	1	-4	86*	0.1
Cc1cc(C)cc(NC(=O)NCc2ccccn2)c1	1	88	2	89	105	-11	0	0	1.2
O=C(Nc1cccc(N2C(=O)C=CC2=O)c1)c1cccs1	10	51	18	72	98	35	9	10	0.4
CC(C)c1ccc(N(C(=O)c2snc(C(N)=O)c2N)C(C(=O)NC2CCCC2)c2ccncc2)cc1 (centres undefined)	2	114	-3	96	96	-12	0	0	-0.1
COc1cc(NS(=O)(=O)c2cn(C)cn2)cc(OC)c1OC	2	103	7	107	114	-6	2	2	-1.5
CCOc1ccc(N2C(=O)c3ccc(C(=O)OCC(=O)N(CC)C4CCS(=O)(=O)C4)cc3C2=O)cc1 (centres undefined)	-1	91	-15	91	83	9	-1	0	2.5
Cc1cc(Cl)ccc1OCC(=O)N[C@@H](Cc1ccccc1)c1nc2ccccc2[nH]1	-5	109	-24	116	115	9	-2	0	2.4
CCOc1ccccc1OCCCC(=O)Nc1nc2ccccc2[nH]1	4	102	-1	106	95	18	3	0	-1.7
COCCNC(=O)c1ccc(C)cc1C	2	97	0	94	105	-9	4	0	2.4
C=CCC1(CC=C)CCCN1C(=O)c1cc(COc2ccccc2SC)on1	2	99	0	110	107	34	3	2	-5.4
CN1CCCN(C(=O)CNC(=O)Cc2ccccc2)CC1	3	100	11	98	93	-5	1	3	0.7
CC(C)c1ccc(NC(=O)C2CCCN(S(=O)(=O)c3cnc[nH]3)C2)cc1 (centres undefined)	-2	103	3	104	99	16	-1	0	-1.1
Cc1nc(-c2ccccc2)nc(Cl)c1Cl	3	106	-5	105	110	19	1	0	0.1
O=c1[nH]c(/C(Cl)=C/c2cccc(F)c2)nc2cc(C(F)(F)F)ccc12	0	94	-5	97	130	35	6	1	2.4
O=C(c1ccco1)N1CCN(c2ncnc3c2nnn3Cc2ccccc2Cl)CC1	11	97	13	92	117	11	-2	0	1.3
CC(C)(C)C1(C)OC(C(=O)NC2CCCCC2)C(C(=O)NC2CCCCC2)O1 (centres undefined)	5	97	12	102	99	0	5	5	-0.3
CC1(C)CC2CC(C)(CN2S(=O)(=O)c2ccc(C(=O)Nc3cc(S(=O)(=O)N4CCOCC4)ccc3Cl)cc2)C1 (centres undefined)	8	107	0	94	93	-1	5	0	-1.5
Cn1c(N/N=C/c2ccccc2)nc2sc3c(c2c1=O)CCC3	9	105	8	109	102	4	3	0	-1.8
CCC1(CC)Cc2ccccc2-c2nc(-c3ccccc3)oc(=O)c21	7	109	0	115	106	4	-5	1	-0.5
COc1ccc(/C(C)=N/NC(=O)CNC(=O)Cc2ccccc2)c(OC)c1	4	88	2	100	86	10	0	0	-0.2
Cc1nc([N+](=O)[O-])cn1CC(=O)c1ccc(Cl)cc1	0	103	2	99	82	7	3	0	4.3
O=C(NNC(=O)C1CC=CCC1)c1ccccc1Br (centres undefined)	3	98	2	103	94	11	0	2	-0.2
CC(C)c1ccc(NC(=O)CCNS(=O)(=O)c2cccc3nsnc23)cc1	1	101	6	104	109	4	5	3	-0.2
CCc1ccc(N2C(=O)c3cc(N4CCOCC4)c([N+](=O)[O-])cc3C2=O)cc1	8	nt	12	nt	90	43	8	0	-1.5
O=C(CN(C(=O)CCC(=O)Nc1ccccn1)c1cccc(F)c1)NCc1ccc(F)cc1	-1	111	-4	104	89	4	1	1	-0.9
O=C(NCCCN1CCCC1=O)c1cccc(S(=O)(=O)N2CCN(c3ccc(F)cc3)CC2)c1	0	?	-1	?	95	-2	3	0	-1.1
CC(O)C1C(=O)OC2(C)CC(C)(C)NC(=S)N12 (centres undefined)	6	102	4	100	107	0	-4	2	0.5
COCCCNC(=O)CSc1nc2ccc(N3CCOCC3)cc2c(=O)n1CCc1ccccc1	3	109	4	107	99	-2	2	0	0.8
O=S1(=O)NC(C2CC2c2ccccc2)CCO1 (centres undefined)	-2	83	9	91	102	-2	0	0	0.5
CCOc1ccc2ccccc2c1C(=O)Nc1cc(=O)n(C)c(=O)n1C	0	102	4	100	106	-16	-4	2	1.3

Record cards, as listed above.
O=C(Cn1cnc2cc([N+](=O)[O-])ccc2c1=O)N1CCN(S(=O)(=O)c2ccccc2)CC1 as listed: Bcl-xL primary: nt; CIT2-GFP yeast: 87; MCL1-BIM inh: nt; AGP1-GFP MLPCN: 93; Yeast superoxide: 137; VLA-4 inh: 1; GLD-1 RNA inh: 8; GRK2 aptamer HTS: 0; MEX-5 binding: nt
COCCCNC(=O)CSc1nc2ccc(N3CCOCC3)cc2c(=O)n1CCc1ccccc1 as listed: Bcl-xL primary: 3; CIT2-GFP yeast: 109; MCL1-BIM inh: 4; AGP1-GFP MLPCN: 107; Yeast superoxide: 99; VLA-4 inh: -2; GLD-1 RNA inh: 2; GRK2 aptamer HTS: 0; MEX-5 binding: 0.8
Cn1c2ccccc2c(=O)c2c(=O)n(-c3ccccc3)c(-c3ccc(C(C)(C)C)cc3)nc21 as listed: Bcl-xL primary: 3; CIT2-GFP yeast: 104; MCL1-BIM inh: 3; AGP1-GFP MLPCN: 108; Yeast superoxide: 124; VLA-4 inh: 23; GLD-1 RNA inh: 6; GRK2 aptamer HTS: 1; MEX-5 binding: 0.3

Later entries.
SMILES	Bcl-xL primary	CIT2-GFP yeast	MCL1-BIM inh	AGP1-GFP MLPCN	Yeast superoxide	VLA-4 inh	GLD-1 RNA inh	GRK2 aptamer HTS	MEX-5 binding
Cc1cc(-c2nnc(SCC(=O)Nc3ccccc3C)n2N)n[nH]1	-1	103	-4	100	96	0	-8	0	0.6
O=S1(=O)CC/C(=N\Nc2ccccc2)c2ccsc21	5	105	-5	99	88	8	13	0	0.3
Cc1cc(-c2ccc(C)c(S(=O)(=O)NCc3ccc(Br)cc3)c2)on1	-3	92	-4	92	128	7	0	0	3.8
Cc1cccc(NC(=O)Nc2ccc3c(c2)CCC3)c1	6	100	8	101	100	-5	3	0	0.1
CCc1ccc(-c2nn(-c3ccccc3)cc2C2SCC(=O)N2Cc2ccco2)cc1 (centres undefined)	5	102	3	106	85	-18	-2	0	0.0
C/C(=N/NS(=O)(=O)c1ccc(C)cc1)c1ccc(NC(=O)C(F)(F)F)cc1	-3	100	-1	97	113	-6	4	0	-0.8
O=C(O)Cn1c(C(F)(F)F)nc2ccccc21	3	96	0	97	108	6	-3	3	-0.2
CN(C)S(=O)(=O)c1cccc(NC(=O)COC(=O)c2cn(-c3ccccc3)nc2-c2ccccc2)c1	-5	94	-24	91	101	-24	-5	2	0.5
N#Cc1ccc(CN2CCN(c3ccc(S(=O)(=O)N4CCCC4)cn3)CC2)cc1	-3	95	-10	92	99	15	3	4	nt
CC1CCN(c2nc3ccc(C(=O)NCCCN4CCCCC4)cc3s2)CC1	-1	95	-3	99	120	-10	2	0	2.1
CCOc1ccc(N2C(=O)CC(Sc3nc(-c4cccs4)cc(C(F)(F)F)c3C#N)C2=O)cc1 (centres undefined)	5	102	5	99	112	-6	5	2	-0.5
Cc1cc(=O)n2ccccc2c1C#N	0	100	-6	99	104	-10	7	2	-1.4
O=C(/C=C/c1cccc([N+](=O)[O-])c1)N1CCN(c2ccccc2F)CC1	-1	83	8	88	97	-9	4	0	-0.4
CC(C(=O)Nc1ccccn1)N1C(=O)c2ccccc2S1(=O)=O (centres undefined)	2	110	1	112	90	-1	6	0	-1.4
O=C(c1ccc(Cl)cc1)N1CCc2c([nH]c3ccccc23)C1C(F)(F)F (centres undefined)	2	76	7	84	104	8	6	2	nt
CCN1CCN(c2cc(C)c3cc(NC(=O)c4ccc(OC)c(OC)c4)ccc3n2)CC1	5	98	7	97	94	12	-5	0	1.8
Cc1ccc([C@@H]2[C@@H]3C(=O)N(C)C(=O)[C@@H]3[C@]3(C)C(=O)N(Cc4ccccc4)CC(=O)N23)o1	2	72	3	77	98	-5	7	3	2.9

Looked up one by one from above:
SMILES	Bcl-xL primary	CIT2-GFP yeast	MCL1-BIM inh	AGP1-GFP MLPCN	Yeast superoxide	VLA-4 inh	GLD-1 RNA inh	GRK2 aptamer HTS	MEX-5 binding
C/C(=N/NS(=O)(=O)c1ccc(C)cc1)c1ccc(NC(=O)C(F)(F)F)cc1	-3	100	-1	97	113	-6	4	0	-0.8
CCc1ccc(-c2nn(-c3ccccc3)cc2C2SCC(=O)N2Cc2ccco2)cc1 (centres undefined)	5	102	3	106	85	-18	-2	0	0.0
